# Compound activity deposited in PubChem BioAssay by Sanford-Burnham Center for Chemical Genomics.
# Hsp70 inhibitors: small molecules displacing fluorescent ligand from Hsp70 – biochemical, fluorescence polarization, primary screen (AID 583). actives 0.06% (n = 140,000). Hsp70 fluorescence polarization probe displacement, mP; higher % means a stronger effect. displacement, % at 20 µM, or IC50 in µM where a hit was titrated; in the data active = displacement above about 50%;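 also: plate controls were vehicle for no effect and reference ligand for full effect; a part of the inactive calls stands beside numbers as strong as those of hits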
# Rat MKP-3 inhibitors: inhibition of rat DUSP6 enzyme activity – biochemical, in vitro, primary screen (AID 425). recombinant MKP-3 phosphatase activity, fluorescence; higher % means a stronger effect. actives 0.17% (n = 110,000). one-dose inhibition, % at 20 µM; IC50 in µM for titrated hits; in the data active = inhibition above about 50%;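 also: plate controls were vehicle for no effect and reference inhibitor for full effect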
# Active calls of the source: *; x = no result given; & = joins results of further samples. Not all compounds are listed, so the mix of outcomes need not match the whole.
SMILES,Hsp70 inhibitors,Rat MKP-3 inhibitors
CCCCCC(=O)NNC(=O)Nc1ccccc1,3.6%,3%
CCn1c(CNC(=O)c2cccs2)nnc1SCC(=O)Nc1cc(Cl)ccc1C,0.4%,x
CCOC(=O)C1CCN(S(=O)(=O)c2nc3nc(C)cc(C)n3n2)CC1,2.0%,3%
O=C(Cc1ccc([N+](=O)[O-])cc1)N1N=C(c2ccc(Br)cc2)CC1(O)C(F)(F)F (configuration not stated),7.7%,-1%
CCCCN1C(=O)C(O)(CC(=O)c2ccco2)c2cc(Br)ccc21 (configuration not stated),-6.0%,-10%
CCOC(=O)c1ccccc1NC(=O)COC(=O)C1=COCCO1,0.6%,1%
O=C(Cc1ccccc1)N1CCc2ccccc2C1,2.4%,1%
CSc1ccccc1C(=O)NCCSC(C)(C)C,-3.5%,-2%
Cc1ccc(S(=O)(=O)N2CCN(S(=O)(=O)c3ccc(C)cc3)C2c2ccccc2)cc1,1.2%,x
CCCNC(=O)Nc1cc(OCC)c(N2CCOCC2)cc1OCC,-2.5%,-3%

# Next part (two carried over from the part before).
SMILES,Hsp70 inhibitors,Rat MKP-3 inhibitors
Cc1ccc(S(=O)(=O)N2CCN(S(=O)(=O)c3ccc(C)cc3)C2c2ccccc2)cc1,1.2%,x
CCCNC(=O)Nc1cc(OCC)c(N2CCOCC2)cc1OCC,-2.5%,-3%
COc1ccccc1C(=O)N1CCNC(=O)C1CC(=O)Nc1ccc(Cl)cc1 (configuration not stated),1.2%,-2%
CCOc1ccc(-c2nc3cc(NC(=O)c4cccc([N+](=O)[O-])c4C)ccc3o2)cc1,-0.3%,2%
Cc1noc(C)c1C(=O)N1CCOCC1,-2.8%,x
COC(=O)c1ccccc1NC(=O)CN(C)S(=O)(=O)c1cc(C)ccc1OC,8.7%,4%
CC(NC1CCCC1)C(=O)Nc1ccccc1-c1ccccc1 (configuration not stated),-1.1%,x
Cc1cc(/C=C2/SC(=S)NC2=O)c(C)n1-c1ccc(N2CCOCC2)cc1,-64%,0%
Cc1ccc(Nc2nc3ccccc3[nH]2)nc1,0.5%,x
CCc1nc(NCCN)c(C#N)c2c1CSC(C)(C)C2,3.9%,x
Cc1ccc(CN2CCN(/N=C/c3ccccc3C)CC2)cc1,-3.6%,-2%
COc1ccc(C(=O)NCC2(c3ccc(OC)c(OC)c3)CCCC2)cc1,-3.7%,1%
COc1ccc(C2N=C(c3ccccc3)NC(c3ccccc3)=N2)cc1,3.6%,x
O=C(O)CSc1nnc(-c2cc3ccccc3o2)n1-c1ccccc1,6.0%,-2%
COc1ccccc1/C=C1/C(C)=C(C#N)c2nc(N)c(C#N)c(C)c21,2.5%,2%
O=C(Nc1ccc2oc(=O)ccc2c1)c1cc2ccccc2o1,-0.8%,x
Cc1ccc(C)c(/C(O)=C2\C(=O)C(=O)N(CCCN3CCOCC3)C2c2cccnc2)c1 (configuration not stated),-3.0%,2%
CC1(C)CC(=O)c2sc(NC(=O)CN3CCOCC3)nc2C1,-0.4%,-12%
CN1CCCN(C(=O)c2ccc(Cl)c(S(=O)(=O)N(C)c3ccccc3)c2)CC1,-2.5%,-8%
CCOC(=O)c1c(NC(=O)c2cccc(F)c2)sc2c1CCC2,-1.0%,0%
CN(C)CCCNC(=O)/C(=N\O)c1ccccc1,2.0%,x
Cc1cccc(NC(=O)C2CCCN(S(=O)(=O)c3cccc4nsnc34)C2)c1 (configuration not stated),-5.2%,x
COc1ccc(C2C(C(=O)OC(C)C)=C(C)N=c3s/c(=C\c4cccs4)c(=O)n32)cc1 (configuration not stated),-2.5%&-5.0%,-2%
O=C1[C@@H]2[C@H](C(=O)N1n1cnnc1)[C@H]1C=C[C@@H]2C1,1.2%,-5%
Cc1cc(C)nc(NS(=O)(=O)c2ccc(NC(=S)NC(=O)C(C)(C)C)cc2)n1,-2.7%,x
CCOC(=O)C1CCN(Cc2ccc(F)cc2F)CC1,6.6%,x
Cc1nc2ccccc2n1/N=C/c1cccnc1,3.2%,x
CC1(c2ccco2)NC(=O)NC1=O (configuration not stated),0.6%,-16%
COc1ccc(-c2noc(CSc3nc(-c4ccccc4)cc(=O)[nH]3)n2)cc1,4.9%,x
CN(C)c1ccc(/C=N/NC(=O)CNC(=O)c2ccncc2)cc1,-4.1%,0%
Cc1cccc(C)c1-n1c(C)cc(/C=N/NC(=O)c2ccncc2)c1C,-2.5%,2%
CCOC(=O)C1=C(C)Nc2nnnn2C1c1c[nH]c2ccccc12 (configuration not stated),-1.3%,3%
N#CCSc1n[nH]c2nc3c(c(=O)n12)C1(CCCC1)Cc1ccccc1-3,-1.9%,-6%
COc1ccc(-c2nc(C#N)c(NCCCN(C)C)o2)cc1OC,5.2%,-7%
Cc1ccc(S(=O)(=O)N2CCCC2C(=O)NCc2ccco2)cc1 (configuration not stated),x,-4%
O=C(N/N=C/C=C/c1ccccc1)c1cccc(Br)c1,-5.1%,x
c1ccc(-c2nn3c(-c4ccco4)nnc3s2)nc1,-0.2%,5%
CC1=C(C(=O)OCCc2ccccc2)C(c2cccc([N+](=O)[O-])c2)CC(=O)N1 (configuration not stated),1.1%,2%
COC(=O)CN(C(=O)CSc1nnc(-c2cccc(OC)c2)o1)c1ccc(OC)cc1,-2.0%,0%
CCN1C(=O)/C(=C\N2CCN(C)CC2)SC1=S,-2.3%,5%
O=c1c2[nH]c3ccc(Cl)cc3c2ncn1Cc1ccccn1,-2.1%,-8%
C/C(CC(=O)N1CCCC1)=N\NC(=O)C(=O)Nc1ccccc1,0.2%,3%
C=CCN1C(=O)/C(=C/c2cccc([N+](=O)[O-])c2)C(=O)NC1=S,-4.3%,2%
CC1(C)CC(=O)C2=C(C1)Nc1ccccc1N(C(=O)c1ccc(Cl)cc1)C2c1ccco1 (configuration not stated),0.9%,3%
CC(=O)c1ccc(-c2nc3ccccc3n2C)o1,-0.1%,3%
COCCn1c(-c2ccccc2)nc2oc3ccccc3c(=O)c2c1=O,-0.2%,-1%
O=C(Cc1nn[nH]n1)NCc1ccccc1Cl,-2.8%,-7%
CC(=O)N1c2ccccc2CC(N2CCCCC2)c2ccccc21 (configuration not stated),4.4%,3%
O=c1c(/C=C(\O)c2ccc([N+](=O)[O-])cc2)nc2ccccc2n1-c1ccccc1,9.0%,2%
O=C(NCc1ccncc1)c1ccc(Cl)c(S(=O)(=O)N2CCOCC2)c1,-4.0%,5%
Cc1ccc(C)c(N2C(=O)C3C4CC(=O)C(c5ccccc54)C3C2=O)c1 (configuration not stated),-2.5%,0%
O=C(NCc1ccccc1Cl)C(=O)Nc1ccccc1F,3.6%,-3%
# (more compounds)
SMILES,Hsp70 inhibitors,Rat MKP-3 inhibitors
COC(=O)N/N=C(\C)c1ccccc1Br,2.9%,x
CCOC(=O)c1ccccc1NC(=O)COc1ccc(C)cc1C,-2.9%,-1%
O=C(CN1C(=O)/C(=C/c2ccccc2)SC1=S)Nc1cc([N+](=O)[O-])ccc1O,4.4%,0%
COc1cc(C=NN2CCN(c3ccc(Cl)cc3)CC2)ccc1OCc1ccccc1,-3.3%,2%
CCOC(=O)c1nnn(-c2nonc2NC(C)=O)c1C,4.3%,-2%
COC(=O)c1cc2ccsc2n1CC(=O)Nc1ccc(N(C)C)cc1,0.4%,-2%
Cc1ccc(-n2ncc3c(=O)[nH]cnc32)c(C)c1,-0.4%,-2%
CS(=O)(=O)N(CC(=O)Nc1ccccc1C(=O)NCc1ccco1)c1ccc2c(c1)OCCO2,3.3%,x
CCOc1ccc(C2/C(=C(\O)c3cccc(OC)c3)C(=O)C(=O)N2c2cc(C)on2)cc1OC (configuration not stated),4.5%,4%
O=P(O)(CCCP(=O)(O)CCc1ccccc1)CCc1ccccc1,-2.3%,1%
CCOC(=O)C1CCCN(C(=O)C2CCCN(S(C)(=O)=O)C2)C1 (configuration not stated),-3.8%,-2%
COc1ccccc1CNc1n[nH]c(NCc2ccccc2OC)n1,0.8%,-6%
O=C(CCN1C(=O)c2ccccc2C1=O)NC1=NCCS1,-0.6%,-4%
O=C(CCNS(=O)(=O)c1cccc2nonc12)N1CCN(c2cccc(Cl)c2)CC1,x,-1%
COc1ccc(Sc2nnc(-c3ccccc3)cc2C#N)cc1,4.7%,x
O=C(Cc1ccc(Br)cc1)Nc1ccccc1,6.6%,1%
CCCOC(=O)CCc1n[nH]c(=O)[nH]c1=O,1.6%,0%
Cc1noc(C)c1COC(=O)COc1ccc2c(C)cc(=O)oc2c1,-1.7%,-10%
O=C(COC(=O)C1(c2ccccc2F)CCCC1)N1CCN(C(=O)c2ccco2)CC1,2.4%,-1%
COC(=O)c1ccccc1NC(=O)c1nc2nc(C)cc(C(F)F)n2n1,9.4%,-7%

# An excerpt from above in order of heavy-atom count, high to low.
SMILES,Hsp70 inhibitors,Rat MKP-3 inhibitors
CCOc1ccc(C2/C(=C(\O)c3cccc(OC)c3)C(=O)C(=O)N2c2cc(C)on2)cc1OC (configuration not stated),4.5%,4%
COc1cc(C=NN2CCN(c3ccc(Cl)cc3)CC2)ccc1OCc1ccccc1,-3.3%,2%
O=C(CCNS(=O)(=O)c1cccc2nonc12)N1CCN(c2cccc(Cl)c2)CC1,x,-1%
O=C(CN1C(=O)/C(=C/c2ccccc2)SC1=S)Nc1cc([N+](=O)[O-])ccc1O,4.4%,0%
COC(=O)c1ccccc1NC(=O)c1nc2nc(C)cc(C(F)F)n2n1,9.4%,-7%
COc1ccccc1CNc1n[nH]c(NCc2ccccc2OC)n1,0.8%,-6%
COc1ccc(Sc2nnc(-c3ccccc3)cc2C#N)cc1,4.7%,x
O=C(CCN1C(=O)c2ccccc2C1=O)NC1=NCCS1,-0.6%,-4%
CCOC(=O)c1nnn(-c2nonc2NC(C)=O)c1C,4.3%,-2%
Cc1ccc(-n2ncc3c(=O)[nH]cnc32)c(C)c1,-0.4%,-2%
O=C(Cc1ccc(Br)cc1)Nc1ccccc1,6.6%,1%
CCCOC(=O)CCc1n[nH]c(=O)[nH]c1=O,1.6%,0%

# The listing continues:
SMILES,Hsp70 inhibitors,Rat MKP-3 inhibitors
O=c1c2ccccc2nc(/C=C\c2ccccc2O)n1-c1cccc2ccccc12,-1.0%,2%
Cc1c(NC(=O)CSc2nc3c(cnn3-c3ccccc3)c(=O)[nH]2)c(=O)n(-c2ccccc2)n1C,6.8%,-6%
O=C(O)C1C2C=CC(C2)C1C(=O)Nc1ccc2c(c1)OCCO2 (configuration not stated),-6.1%,-7%
CCOC(=O)N1CCN(c2cc3[nH]c(=S)[nH]c3cc2F)CC1,-1.4%,-7%
CN1CCN(C(=O)C23CCC(C)(c4nc5ccccc5nc42)C3(C)C)CC1 (configuration not stated),2.3%,x
CCOc1ccc(-n2c(=O)cc(N3CCN(c4ccccc4)CC3)[nH]c2=O)cc1,-5.7%,-2%
O=C(CSc1nnc2sc3ccccc3n12)NCc1ccco1,x,8%
COc1ccc(C(=O)Nc2cc(C)cc(C)c2)cc1S(=O)(=O)N1CCOCC1,1.8%,x
CCN(CC)CCCNC(=O)C(C)n1nc(C)c2sc3ccccc3c2c1=O (configuration not stated),-4.1%,x
O=C(Oc1cc2oc(=O)c3c(c2cc1Cl)CCCC3)c1ccco1,1.0%,-5%
Cc1csc2ncc(C(=O)Nc3ccc(C(F)(F)F)cc3)c(=O)n12,9.2%,-1%
Cc1csc(=O)n1CCC(=O)O,1.6%,-4%
O=C1C(C=NCCN2CCOCC2)=C(O)c2ccccc21,x,-7%
COc1ccc(C2C3=C(CC(C)(C)CC3=O)Oc3ncn(CC(C)C)c(=N)c32)cc1 (configuration not stated),1.9%,0%
COc1ccc(Cl)cc1NS(=O)(=O)c1ccc2ccccc2c1,-3.6%,4%
COc1ccc(S(=O)(=O)N(C)CC(=O)Nc2c(F)cccc2F)cc1,-3.7%,1%
O=C(Nc1cccc(Oc2ccc3c(c2)C(=O)N(c2ccccc2)C3=O)c1)c1cccc([N+](=O)[O-])c1,-3.9%,3%
O=C(/C=C/c1cc2c(cc1Br)OCO2)c1ccc(Cl)cc1,2.2%,3%
CC(C)OC(=O)NCN1C(=O)C2C3C=CC(C3)C2C1=O (configuration not stated),-4.3%,x
Cc1ccc(CCNC(=O)C2CCN(S(=O)(=O)c3c(C)nn(C)c3C)CC2)cc1,-1.0%,-4%
O=C(OCC(=O)N1CCc2ccccc21)C1=COCCO1,0.0%,0%
CCn1c(SCC(=O)NCCc2ccc(Cl)cc2)nnc1-c1cccs1,7.6%,-7%
COc1ccc(Br)cc1CN1CCN(Cc2ccc(OC)c(OC)c2)CC1,-4.4%,4%
N#Cc1ccccc1N=C1CCCN1Cc1ccccc1,-2.2%&4.1%,-4%&3%
CCOC(=O)CC(N)c1ccc2c(c1)OCO2 (configuration not stated),3.7%,-2%
Cc1nnc(NC(=O)c2c(F)c(F)c(F)c(F)c2F)s1,2.1%,-1%
O=C(CSc1ncn[nH]1)Nc1ccc(F)cc1,-3.2%,3%
NC(=O)c1ccccc1N=Cc1ccccn1,x,-7%
O=C(Cc1ccc(Cl)cc1)NNC(=O)C1CCCO1 (configuration not stated),-2.7%,1%
O=S(=O)(Nc1cccc(C(F)(F)F)c1)c1cnc[nH]1,5.1%,-4%
COc1cccc(Oc2ccc(N)cc2)c1,5.2%,-2%
O=C1N=C(N2CCCCCC2)S/C1=C\c1ccccc1Cl,-0.5%,4%
O=C(C1CC2CCC1C2)N1CCN(Cc2ccc3c(c2)OCO3)CC1 (configuration not stated),0.9%,-5%
Cn1c(CSCc2ccccc2)nnc1SCC(=O)Nc1nccs1,-0.2%,x
COC(=O)c1cc(Br)c(=O)n(CCC2=CCCCC2)c1,-3.0%,-3%
